Fam108B inh: Fam108B inhibition, counter-screen for RBBP9 inhibitors; recombinant Fam108B, FP-Rh probe fluorescence polarization; inhibition, % at 9.51 µM; 300,000 tested, 0.33% active; AID 1947;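 active = inhibition above the screen mean inhibition plus 3 SD, computed separately per campaign, cut at about 18% in these data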;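 note: inhibitors lower polarization as less probe binds the enzyme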
PAFAH1B2 FP inh: PAFAH1B2 (human) inhibition | P68402 | recombinant PAFAH1B2, FP-rhodamine activity probe, fluorescence polarization | inhibition, % at 3.39 µM | 340,000 tested, 1.2% active;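 active = inhibition above the mean of all tested compounds plus 3 SD, cut at about 24% in these data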;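 note: 0% = enzyme with DMSO and 100% = wells lacking PAFAH1B2; many of its hits are not listed in these tables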
Target sequence (P68402 whole entry, looked up): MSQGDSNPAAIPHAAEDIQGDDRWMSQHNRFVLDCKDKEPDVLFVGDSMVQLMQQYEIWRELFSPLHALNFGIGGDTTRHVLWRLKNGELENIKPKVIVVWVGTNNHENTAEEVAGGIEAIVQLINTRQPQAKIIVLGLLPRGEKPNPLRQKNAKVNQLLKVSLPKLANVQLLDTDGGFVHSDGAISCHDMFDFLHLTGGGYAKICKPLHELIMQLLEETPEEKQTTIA
PAD4 FP inh: blocks human protein arginine deiminase 4. Q9UM07. recombinant PAD4, RCA probe fluorescence polarization. inhibition, % at 6.36 µM. 330,000 tested, 0.41% active. AID 485272;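 active = percent inhibition above a cutoff equal to the mean of all tested compounds plus 3 SD, cut at about 15% in these data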;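 note: 0% = PAD4 with RCA probe and DMSO and 100% = probe without PAD4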
Target sequence (Q9UM07 whole entry, looked up): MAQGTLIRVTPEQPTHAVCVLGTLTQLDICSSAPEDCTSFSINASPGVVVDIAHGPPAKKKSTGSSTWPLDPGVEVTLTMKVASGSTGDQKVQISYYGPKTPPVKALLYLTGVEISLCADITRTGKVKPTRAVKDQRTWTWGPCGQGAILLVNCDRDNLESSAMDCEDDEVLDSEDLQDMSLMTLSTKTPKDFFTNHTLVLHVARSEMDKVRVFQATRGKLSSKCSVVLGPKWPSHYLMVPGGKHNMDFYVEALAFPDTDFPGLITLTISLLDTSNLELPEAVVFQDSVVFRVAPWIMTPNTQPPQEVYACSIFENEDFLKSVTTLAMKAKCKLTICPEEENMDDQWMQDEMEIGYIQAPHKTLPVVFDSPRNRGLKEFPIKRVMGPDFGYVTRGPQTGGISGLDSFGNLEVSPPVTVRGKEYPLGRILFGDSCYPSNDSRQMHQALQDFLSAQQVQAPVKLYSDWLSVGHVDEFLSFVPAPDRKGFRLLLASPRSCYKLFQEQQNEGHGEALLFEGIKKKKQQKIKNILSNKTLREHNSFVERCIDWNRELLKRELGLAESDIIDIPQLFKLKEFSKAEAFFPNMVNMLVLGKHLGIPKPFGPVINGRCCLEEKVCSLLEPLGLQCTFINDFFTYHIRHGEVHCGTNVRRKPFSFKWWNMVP
PME-1 primary: blocks human protein phosphatase methylesterase 1 | Q9Y570 | recombinant PME-1, FP-Rh probe fluorescence polarization | inhibition, % at 5.9 µM | 320,000 tested, 0.53% active | AID 2130;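 active = inhibition above the campaign mean of all compounds plus 3 SD, cut at about 26% in these data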;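 note: competitive labeling of PME-1 active site by serine hydrolase directed probe; 0% = PME-1 with DMSO and 100% = wells lacking PME-1 enzyme; inhibitors block probe labeling so polarization falls and inhibition rises; many of its hits are not listed in these tables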
PAFAH2 FP inh: PAFAH2 (human) inhibition; Q99487; inhibition, % at 3.39 µM; 340,000 tested, 0.99% active; AID 492956; recombinant PAFAH2, FP-rhodamine activity probe, fluorescence polarization;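 active = inhibition above the mean over all tested compounds plus 3 SD, cut at about 30% in these data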;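 note: inhibitors block probe labeling of enzyme so polarization drops; 0% = enzyme with DMSO and 100% = wells lacking PAFAH2 protein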
GSTO1 counter: counter-screen for RBBP9 inhibitors: inhibitors of human GSTO1 | AID 1974 | inhibition, % at 5.96 µM | recombinant GSTO1, activity-based probe fluorescence polarization | 300,000 tested, 1.1% active | P78417;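 active = inhibition above the campaign mean inhibition plus 3 SD, cut at about 35% in these data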;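 note: 0% = GSTO1-1 with DMSO and 100% = wells lacking GSTO1-1 enzyme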
PAFAH1B3 FP inh: blocks human PAF acetylhydrolase 1B catalytic subunit 3 | inhibition, % at 3.39 µM | 340,000 tested, 0.28% active | Q15102 | recombinant PAFAH1B3, FP-rhodamine probe, fluorescence polarization;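 active = inhibition above the screen-wide average of all tested compounds plus 3 SD, cut at about 25% in these data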;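 note: 0% = enzyme with DMSO only and 100% = wells lacking PAFAH1B3 protein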
Target sequence (Q15102 whole entry, looked up): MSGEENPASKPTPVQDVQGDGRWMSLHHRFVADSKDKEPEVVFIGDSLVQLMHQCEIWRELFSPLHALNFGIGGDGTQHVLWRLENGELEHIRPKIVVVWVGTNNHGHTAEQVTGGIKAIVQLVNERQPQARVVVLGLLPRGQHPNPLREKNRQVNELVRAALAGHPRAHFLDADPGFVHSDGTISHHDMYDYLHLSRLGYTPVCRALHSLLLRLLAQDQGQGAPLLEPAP
pPAFAH FP inh: pPAFAH (human) enzyme inhibition; Q13093; inhibition, % at 3.39 µM; 330,000 tested, 1.5% active; recombinant pPAFAH, FP-rhodamine probe fluorescence polarization;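 active = inhibition above the mean inhibition across the screen plus 3 SD, cut at about 25% in these data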;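 note: inhibitors block binding of the rhodamine activity-based probe so polarization drops; 0% = enzyme with DMSO and 100% = wells lacking pPAFAH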
LYPLA1 inh: LYPLA1 (human) inhibition in PME1 counter-screen; recombinant LYPLA1, FP-Rh probe fluorescence polarization; inhibition, % at 5.9 µM; 320,000 tested, 0.16% active; AID 2174;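 active = inhibition above the mean of all tested compounds plus 3 SD, set per campaign, cut at about 14% in these data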;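 note: inhibitors block serine hydrolase probe labeling of LYPLA1 so polarization falls; 0% = enzyme with DMSO and 100% = wells lacking LYPLA1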
Starred values were filed as active, the others as inactive; x = no result given. This is a subset, so the mix of outcomes need not match the whole.

Below each compound: PME-1 primary | GSTO1 counter | pPAFAH FP inh | PAFAH1B2 FP inh | PAD4 FP inh | LYPLA1 inh | PAFAH1B3 FP inh | PAFAH2 FP inh | Fam108B inh
- O=C(c1ccccc1C(=O)N1CCN(c2ccc(F)cc2)CC1)N1CCN(c2ccc(F)cc2)CC1
 : 1 | 6 | 1 | -5 | -4 | 0 | -7 | 0 | 5
- CCOC(=O)CNS(=O)(=O)c1c(C)noc1C
 : 0 | 14 | -1 | -2 | -8 | 1 | 5 | 0 | -2
- CCCCCc1nnc(NC(=O)C2=COCCO2)s1
 : 0 | -6 | 1 | 7 | -2 | -2 | 0 | 1 | -1
- CC(C)n1cc(-c2nc(C(=O)NN)cs2)c(=O)n(Cc2ccccc2)c1=O
 : -55 | -5 | -35 | -1 | -1 | -30 | 0 | -7 | -21
- O=C(NCc1ccc(Cl)cc1)c1ccc(CS(=O)Cc2cccc(Cl)c2)o1 (centres undefined)
 : 0 | 0 | 12 | 19 | -2 | -3 | 4 | 3 | -3
- O=C(NC1(C(F)(F)F)NC(=O)N(c2ccc(F)cc2)C1=O)c1ccncc1 (centres undefined)
 : -7 | 1 | -1 | -1 | -1 | -5 | 9 | 8 | -1
- N#Cc1ccc(S(=O)(=O)N2CCN(Cc3cccs3)CC2)cc1
 : 1 | x | 4 | 7 | -2 | 1 | 1 | 0 | x
- CCCNC(=O)c1cn(CC)c2cc(N3CCN(C)CC3)c(F)cc2c1=O
 : -2 | 8 | -2 | -5 | 0 | 2 | -2 | 1 | -3
- Oc1ccccc1/C=N/[n+]1ccccc1
 : -4 | 3 | -4 | -3 | -3 | 3 | -7 | -3 | -6
- CCOC(=O)c1ccc(N2C(=O)c3n[nH]c(-c4ccco4)c3C2c2cccc([N+](=O)[O-])c2)cc1 (centres undefined)
 : -29 | -20 | 0 | -7 | -5 | -19 | -22 | -19 | -13
- O=[N+]([O-])c1ccc(Cl)c(CN2CCSCC2)c1
 : 5 | -1 | 2 | 6 | 0 | 2 | 2 | 3 | -2
- CCS(=O)(=O)N1CCC(C(=O)N2CCN(Cc3ccccc3)CC2)CC1
 : -2 | 7 | -3 | 0 | -1 | 0 | 2 | 5 | 5
- COC(=O)c1ccc2c(=O)[nH]c(COC(=O)c3cccc(S(=O)(=O)N4CCOCC4)c3)nc2c1
 : 6 | 0 | 2 | 0 | -3 | 3 | 3 | 5 | 0
- O=c1[nH]c(/C=C\c2ccc(O)cc2)nc(O)c1[N+](=O)[O-]
 : 2 | 8 | 4 | -1 | 1 | 3 | 14 | -3 | 0
- O=C(c1ccccc1)N1N=C(c2ccccc2)CC1c1ccc2nccnc2c1 (centres undefined)
 : 1 | 1 | 3 | -1 | 0 | 0 | -4 | 0 | -8
- O=S(=O)(Nc1ccc(S(=O)(=O)N2CCCC2)cc1)c1ccc(F)cc1F
 : x | x | -1 | 6 | 4 | x | 4 | -3 | x
- O=C(CCS(=O)(=O)c1ccc(Cl)cc1)Nc1ccc(N2CCOCC2)cc1
 : 0 | 3 | 7 | 3 | -2 | 3 | -5 | 1 | -3
- N#C/C(=C/c1ccc(CNC(=O)C(=O)Nc2cc(Cl)cc(Cl)c2)o1)C(=O)NCc1cccnc1
 : 3 | 7 | -1 | 1 | -2 | -7 | 6 | -6 | -14
- O=c1c2ccccc2nc(COc2ccccc2)n1/N=C/c1ccc(O)cc1O
 : 11 | -11 | 14 | 4 | -6 | -9 | 12 | -1 | 14
- Cc1cc(C)c(C(=O)Nc2ccc(Br)c(C(F)(F)F)c2)c(C)c1
 : -23 | -2 | -20 | 2 | -6 | -11 | 1 | -20 | -20
- Cc1cc(C)c2cc(C(=O)N3CCN(c4ncccc4C(F)(F)F)CC3)[nH]c2c1
 : -1 | 5 | 9 | 4 | -2 | 0 | 4 | 6 | 2
- COc1ccc(NC(=O)CN2CCN(S(=O)(=O)c3ccc(F)cc3)CC2)cc1Cl
 : -6 | 5 | 0 | 4 | -4 | 2 | 3 | -1 | 5
- Cc1ccc(OCC(=O)NNC(=O)C(=O)N2CCCC2)c(C)c1
 : 3 | 1 | -1 | 4 | -4 | -5 | 2 | -1 | -4
- COc1ccc(CN(C)CC(O)COC(c2ccccc2)c2ccccc2)c(OC)c1OC (centres undefined)
 : 1 | -1 | 4 | 1 | 2 | 2 | 3 | -8 | 0
- O=C(NCc1ccco1)C(=O)c1cn(CC(=O)N2CCCCCC2)c2ccccc12
 : 2 | -2 | 6 | 4 | -7 | 1 | -3 | 4 | -2
- Cc1ccc(Cl)c(Cn2cnc3c(cnn3C(C)(C)C)c2=O)c1F
 : 7 | x | 1 | 2 | 5 | 3 | -3 | -3 | x
- CCOc1ccc(OCC)c(NC(=O)CCCN2C(=S)NC(C)(C)CC2C)c1 (centres undefined)
 : -2 | -2 | -4 | 1 | 1 | -5 | 7 | 4 | -3
- CC(=O)c1ccc(NC(=S)NCc2ccco2)cc1
 : 3 | 4 | 4 | 2 | -2 | 0 | 1 | 0 | 6
- C=CCn1c(SCC(=O)c2ccc(OC)cc2)nnc1-c1cc2cccc(OC)c2o1
 : -1 | 2 | -1 | -3 | -2 | 1 | -3 | 0 | -3
- O=C(Nc1ccccc1)Nc1c(F)cccc1F
 : -7 | 6 | 0 | 6 | 2 | -1 | 6 | -2 | 1
- Cc1cc2c(=O)[nH]c(Cc3ccccc3)nc2s1
 : 2 | 6 | 0 | 2 | 3 | 2 | 6 | -2 | 2
- O=C(Nc1ccccc1)O/N=C/c1ccncc1
 : 5 | 13 | 0 | -1 | 0 | 1 | -1 | 1 | 7
- Cc1cc(Cl)c(Cl)cc1S(=O)(=O)NCCCn1ccnc1
 : 0 | 0 | 0 | 11 | -3 | 2 | -6 | -2 | 1
- COCCn1c(=S)[nH]c2cc(C(=O)NCC3CCCO3)ccc2c1=O (centres undefined)
 : -1 | 3 | -3 | 1 | -1 | 0 | 4 | -2 | -3
- COc1ccccc1CNC(=O)C/C(C)=N/NC(=O)Cc1ccc(OC)c(OC)c1
 : -7 | 6 | -4 | -1 | 0 | -2 | 6 | -8 | -2
- Cc1cccc(/C(N)=N/OC(=O)COc2ccc(Cl)cc2)c1
 : 9 | -1 | 3 | 4 | -3 | 2 | 4 | -4 | 1
- Cc1cc(C)c(OCC(=O)N(Cc2cccs2)C2CCS(=O)(=O)C2)c(C)c1 (centres undefined)
 : -1 | 0 | 8 | 3 | -1 | 3 | 8 | 3 | -4
- CCCn1c(N2CCN(Cc3ccc(Cl)cc3)CC2)nc2ccccc21
 : 4 | -5 | 9 | 7 | -6 | 5 | 12 | 3 | -4
- CCOC(=O)Nc1ccc(NC(=O)c2c(OC)cccc2OC)cc1
 : -4 | 5 | -1 | -2 | -2 | 0 | 4 | 5 | 2
- CC(C)C1N=C(c2ccc3c(c2)OCO3)CC(c2ccccc2O)N1 (centres undefined)
 : -1 | -15 | 3 | 6 | 3 | 3 | 7 | -3 | 0
- Cc1nc(NC(=O)CN2CCOCC2)sc1-c1ccccc1
 : 7 | 11 | 3 | 1 | 0 | -2 | 7 | 5 | 1
- CN(c1ccc(F)cc1)S(=O)(=O)c1ccc(Cl)c(C(=O)NCc2ccco2)c1
 : x | x | 5 | 4 | 1 | x | 11 | 5 | x
- O=C(O)/C=C/C(=O)Nc1nc(-c2ccc3ccccc3c2)cs1
 : 5 | -22 | 8 | 2 | 1 | 1 | -4 | 8 | -8
- Cc1ccc(NC(=O)CCC(=O)c2ccc(F)cc2)cc1Cl
 : 0 | 6 | -7 | 0 | -5 | -7 | 2 | -2 | 3
- Cc1cc(NCCN2CCOCC2)n2ncc(-c3ccccc3)c2n1
 : -5 | 6 | 2 | 2 | 1 | 1 | 3 | 0 | 2
- CCOC(=O)c1c(S(=O)(=O)N2CCCC(C(=O)Nc3ccc(C)cn3)C2)c(C)n(C)c1C (centres undefined)
 : -2 | 10 | -2 | 2 | -1 | 0 | -1 | 6 | 1
- COc1ccc(-c2nnc(SCC(=O)NCc3cccs3)n2C)cc1
 : 3 | -2 | -1 | 2 | -1 | 2 | -2 | 7 | -3
- C=CCn1c(Cn2nnc3ccccc32)nnc1SCC(=O)N/N=C/c1cc(Br)cc(OC)c1O
 : 2 | 0 | 10 | 5 | -4 | 1 | 10 | -3 | -3
- O=C(Nc1cccc(Cl)c1)OCc1cncs1
 : 8 | -8 | -6 | 1 | -8 | 3 | 1 | 2 | 2
- Cc1cc(NC(=O)COc2ccc3ccccc3c2)no1
 : 0 | 4 | -1 | 5 | -2 | -1 | -1 | 1 | 1

Next section
Below each compound: PME-1 primary | GSTO1 counter | pPAFAH FP inh | PAFAH1B2 FP inh | PAD4 FP inh | LYPLA1 inh | PAFAH1B3 FP inh | PAFAH2 FP inh | Fam108B inh
- COC(C(=O)Nc1c(F)cccc1F)c1ccccc1 (centres undefined)
 : -5 | 1 | 3 | 8 | -1 | 2 | 11 | 1 | 3
- COCCCNC(=O)CCc1ccc(S(=O)(=O)Nc2ccc(C)cc2)cc1
 : 2 | 8 | 14 | 5 | -1 | -1 | 0 | -1 | 3
- Cc1noc(C)c1NC(=O)Nc1cccc2c1O[C@H](CN(C)S(=O)(=O)c1ccccc1)[C@@H](C)CN([C@H](C)CO)C2=O
 : x | x | 6 | 5 | -1 | x | 5 | 14 | x
- CCC(Sc1nc(C)cc(C)n1)C(=O)Nc1ccc(S(N)(=O)=O)cc1 (centres undefined)
 : 2 | 2 | 1 | -2 | -1 | -3 | -1 | -1 | 2
- COc1ccc(NC(=O)Nc2nnc(Cc3ccc(OC)c(OC)c3)s2)cc1
 : 0 | -3 | 0 | 5 | 1 | 1 | 7 | 10 | 3
- O=C(COc1ccc(Cl)cc1)c1ccc(O)cc1O
 : -6 | -2 | -2 | 27* | -3 | 2 | 3 | -8 | 0
- Cc1ccc(-n2nnnc2SCC(=O)N2Cc3ccccc3CC2C(=O)O)cc1 (centres undefined)
 : 1 | 7 | 5 | 8 | -3 | 1 | 7 | 3 | 1
- CC(C)N(Cc1nnc(-c2ccccc2Br)o1)C(=O)c1cc(Cl)nc2ccccc12
 : 15 | x | 2 | 0 | 1 | -3 | 8 | 2 | x
- COc1ccc(S(=O)(=O)NNC(=O)C2COc3ccccc3O2)cc1[N+](=O)[O-] (centres undefined)
 : 1 | 5 | 1 | 13 | 1 | 1 | 5 | 4 | -5
- COc1cc(/C=C/C(=O)OCC(=O)Nc2ccc(NC(C)=O)cc2)cc(S(=O)(=O)N2CCc3ccccc32)c1OC
 : 2 | -10 | 2 | -4 | -3 | -14 | 10 | 3 | -18
- O=C(CNC(=O)c1ccc(Br)cc1)N/N=C/c1ccc[nH]1
 : 0 | 3 | 0 | 2 | 1 | 3 | 2 | 5 | 0
- Cc1ccc(NC(=O)OCc2ccccc2S(C)=O)cc1 (centres undefined)
 : 3 | -3 | 1 | 3 | -2 | 1 | 14 | 1 | 1
- CC(=O)Nc1ccc(S(=O)(=O)Nc2c(NC3CCCCC3)c3ccccc3oc2=O)cc1
 : 0 | -2 | -4 | 3 | 1 | -3 | 5 | -2 | -3
- CCOC(=O)CN1C(=O)S/C(=C/c2ccc(O)c([N+](=O)[O-])c2)C1=O
 : 11 | 7 | 5 | 1 | 5 | 3 | 7 | 4 | 2
- CCN(CC)Cc1c[nH]c2c(C(=O)OC)cccc12
 : -11 | 6 | 8 | 1 | 3 | 2 | 8 | 6 | 2
- CS(=O)(=O)c1nc([N+](=O)[O-])nn1CCCc1ccccc1
 : -3 | -13 | 4 | 5 | -3 | -2 | 13 | 5 | 1
- Nc1nc(SCC(=O)Nc2ccccc2-c2ccccc2)n[nH]1
 : 11 | 3 | 3 | 5 | 2 | -1 | 4 | 0 | -3
